Growth percent in the NCI-60 one-dose screen (48 h, 10 µM unless noted): 100 = growth as untreated, 0 = no growth, -100 = all killed.
TK-10 – TK-10 renal cancer cells. 81,000 tested, 3.9% active
786-0 – 786-0 renal cancer cells; 81,000 tested, 5.1% active; AID 1794775
UO-31 – UO-31 renal cancer | 81,000 tested, 5.2% active
CAKI-1 – CAKI-1 renal cancer; 75,000 tested, 4.7% active; AID 1794772
SN12C – SN12C renal cancer cells | 81,000 tested, 3.8% active | AID 1794767
NCI/ADR-RES – NCI/ADR-RES ovarian cells; 81,000 tested, 4.4% active; AID 1794790
ACHN – ACHN renal cancer | AID 1794771 | 81,000 tested, 4.9% active
IGROV1 – IGROV1 ovarian cancer; 79,000 tested, 4.7% active; AID 1794786
An asterisk follows results filed as active; . = no result given; & = joins results of further samples; [ ] = dose if it differs, or a comment. How the source made its calls: active means growth percent below 10; inactive means the rest.

SMILES	TK-10	786-0	UO-31	CAKI-1	SN12C	NCI/ADR-RES	ACHN	IGROV1
NCCCC[C@H](NC(=O)[C@@H]1CCCN1C(=O)Cc1ccc(O)cc1)C(=O)N[C@@H](CCCN=C(N)N)C(=O)N[C@@H](CCCN=C(N)N)C(=O)N[C@@H](CCCN=C(N)N)C(=O)N[C@@H](CCCN=C(N)N)C(=O)N[C@@H](CCCN=C(N)N)C(=O)N[C@@H](CCCN=C(N)N)C(N)=O	93	109	94	105	100	99	108	112
Clc1ccc(C2=CC(c3ccc(Cl)cc3)N3C=CSC3=N2)cc1 (configuration not stated)	117	101	87	99	112	102	101	106
CCN1CCN(c2nc(-c3cc(OC)c(OC)c(OC)c3)nc3ccccc23)CC1	110	70	77	89	85	84	91	91
C1CNC(SCCOCCOCCSC2=NCCN2)=N1	102	103	80	101	105	106	106	103
C#CCOc1ccc2ncnc(Nc3cccc(CNC(=O)CCl)c3)c2c1	38[8.25 µM]	26[8.25 µM]	40[8.25 µM]	40[8.25 µM]	30[8.25 µM]	90[8.25 µM]	38[8.25 µM]	-5.0*[8.25 µM]
FC(F)(F)c1nnc2n1NCCCS2	99	98	86	87	101	112	104	.
COc1ccc2c(c1)C1(C(=O)N2)C(C#N)=C(c2ccccc2)Nc2c1c(-c1ccccc1)nn2-c1ccccc1 (configuration not stated)	91	62	80	.	1.6*	93	88	50
CC(=O)Nc1ccc(O)c(C)c1	93	105	95	97	102	102	99	110
COc1ccc(/C(C)=C(\c2ccc(Cl)cc2)c2ccc(OCCN3CCOCC3)cc2)cc1	104	96	76	75	97	106	105	47
Nc1ccc(CC(=O)O)c(N)c1	105	107	89	89	102	97	104	106
Cc1cc(=O)c2cc3nc(-c4cccnc4)oc3c(Br)c2o1	153	97	106	.	110	84	110	.
Cn1ccc2cc(NC(=O)Cn3cc(CN4CCCCCC4)nn3)ccc21	108	100	84	97	99	113	103	105
COc1ccc(C(=O)CSc2nccc(Nc3ccc(C(C)=O)cc3)n2)cc1	109	99	79	86	110	96	101	103
Cc1cccc(C)c1NC(=O)Nc1cccc(C#N)c1	103	97	.	90	92	98	95	105
COc1cc2c(OC)c(-c3c(C)cc4c(-c5nc6ccccn6c5NC5CCCCC5)c(OC)c(OC)cc4c3OC)c(C)cc2c(-c2nc3ccccn3c2NC2CCCCC2)c1OC	86	78	61	92	81	100	86	87
C=CCN(CC=C)C(=O)C(C)O (configuration not stated)	104	.	96	95	110	108	106	110
O=C(CN1CCNCC1)Nc1cccc(-c2cc3ccccc3[nH]2)c1	88	79	62	.	79	84	.	80
O=C(CN1C(=O)CCC1=O)Nc1ncc(Cc2ccc(F)cc2)s1	101	101	76	91	99	100	99	101
COc1cc2c(=O)ccn(-c3ccc(N)cc3)c2cc1OC	105	103	82	89	102	102	93	101
CCOc1nc(N)ncc1OCCc1ccccc1	96	97	96	.	105	104	107	102
CC[C@H]1OC(=O)[C@H](C)[C@@H](O[C@H]2C[C@@](C)(OC)[C@@H](O)[C@H](C)O2)[C@H](C)[C@@H](O[C@@H]2O[C@H](C)C[C@H](N(C)C)[C@H]2O)[C@](C)(OC)C[C@@H](C)C(=O)[C@H](C)[C@@H](O)[C@]1(C)O	118	99	77	96	101	114	96	107
Cc1[nH]c(C(=O)Nc2ccccc2OC2CCNCC2)c(Cl)c1Cl	-3.1*	-57*	-76*	1.3*	-53*	34	-19*	48
CC(C)(C)n1cc(-c2ccnc(NCCNS(=O)(=O)c3ccc(Cl)cc3)c2)c(-c2cccc(F)c2)n1	109	92	66	86	92	96	100	89
O=C(CCCn1c2c(sc3ncccc32)c(=O)n2nnc(-c3ccccc3)c12)NCCc1cnc[nH]1	123	78	73	30	34	79	77	46
COC(=O)[C@@H](Cc1ccccc1)n1cc(COC(=O)c2cccc3c(=O)c4ccccc4n(Cc4cn([C@H](Cc5ccccc5)C(=O)OC)nn4)c23)nn1	.	106	71	88	94	106	100	101
Continued.
SMILES	TK-10	786-0	UO-31	CAKI-1	SN12C	NCI/ADR-RES	ACHN	IGROV1
Cc1nc(SCC(=O)Nc2nccs2)n(Nc2ccccc2)c1C	112	103	84	102	94	96	95	123
C[C@@H]1O[C@@H](OC[C@H]2OC(Oc3c(-c4ccc(OCCO)c(OCCO)c4)oc4cc(OCCO)cc(O)c4c3=O)[C@H](O)[C@@H](O)[C@@H]2O)[C@H](O)[C@H](O)[C@H]1O (some centres not stated)	111	111	71	98	93	112	95	112
COc1ccc(O)c(C(=O)CC(=O)c2cccnc2)c1	94	100	89	103	97	102	101	119
C=CCC(O)C=C (configuration not stated)	96	97	83	97	101	103	100	103
CCOc1ccc(NC(=O)Nc2cc(C(C)C)ccc2C)cc1	55	13	15	.	57	59	21	.
O=C1C=CC2(O)OC(c3ccccc3)CC(=O)C2=C1O (configuration not stated)	126	94	63	86	79	86	98	91
COc1cc(C=C2C(=O)NC(=S)NC2=O)cc(CN2CCCC2)c1O	109	102	87	90	104	108	111	106
COc1cc(/C=C/c2nnc(-c3[nH]nc4c3CCc3ccccc3-4)o2)cc(OC)c1OC	134	106	72	92	99	95	88	106
COc1ccccc1N1CCN(CCCOc2ccc(C(=O)/C=C3/C(=O)Nc4ccccc43)cc2)CC1	87	46	45	.	70	73	74	68
CC(=O)OCCCC(CCC(C)OC(C)=O)OC(C)=O (configuration not stated)	94	99	86	96	96	103	106	103
COc1ccc(Nn2c(SCC(=O)Nc3nccs3)nc(C)c2C)cc1	105	100	87	90	98	92	101	102
CCOC(=O)c1cn(CCN2CCCCC2)c2nc(NCc3ccc(OC)c(OC)c3)nn2c1=O	101	103	75	93	97	104	103	98
O=C(O)c1cc(Br)c(Br)s1	111	93	72	99	86	91	101	100
CC(C)COC(=O)c1ccccc1C(=O)OC1CCCCC1	102	97	87	103	97	103	106	114
CC1(C)CN1C(=O)Nc1ccc(Cc2ccc(NC(=O)N3CC3(C)C)cc2)cc1	117	106	91	97	100	106	101	91
O=C1C=C(NCCNCCO)C(=O)c2ccccc21	171	72	48	79	55	67	40	.
COc1ccc2c(c1)/C(=C1\S/C(=N/c3nnc(C)s3)NC1=O)C(=O)N2Cc1ccc(Cl)cc1	58	49	58	.	52	32	55	42
COc1cc(Cn2c(C(F)(F)F)cc3c(Cl)ncnc32)ccn1	97	93	68	-58*	51	68	75	-91*
CC(=O)OCC1O[C@@H](Oc2ccc3c(c2)CC[C@@H]2[C@@H]3CC[C@]3(C)C(=O)CC[C@@H]23)C(OC(C)=O)[C@@H](OC(C)=O)[C@H]1OC(C)=O (some centres not stated)	110	100	100	84	99	100	105	111
O=C(Nc1ccccc1)Nc1nc(=O)c2ccccc2c(=O)[nH]1	102	96	92	92	101	105	100	100
CCS(=O)(=O)Oc1ccc2c3c(c(=O)oc2c1)CCCCCC3	130	98	89	92	86	82	90	113
Oc1ccccc1-c1nc2c(n1-c1ccccc1)-c1cccc3cccc-2c13	158	101	67	.	97	97	90	71
Cc1ccc(S(=O)(=O)NCCNc2nccc(-c3c(-c4cccc(N)c4)nc4sccn34)n2)cc1	116	96	71	82	81	91	86	87
CNc1cccc(C)c1	115	111	73	97	102	107	104	107
O=C1OCc2cccc3cccc1c23	101	110	77	102	101	108	96	102
Next records.
SMILES	TK-10	786-0	UO-31	CAKI-1	SN12C	NCI/ADR-RES	ACHN	IGROV1
NCC(c1ccccc1)c1ccccc1	98	98	86	93	103	100	103	97
COc1ccc(CNC(=O)C2=NOC(Cc3nc4ccccc4o3)C2)cc1 (configuration not stated)	102	97	83	104	104	95	100	105
CC1(C(=O)OCc2ccccc2)C(=O)C2=C(CCCC2)N1c1ccc(Br)cc1 (configuration not stated)	102	89	69	88	94	78	94	87
C[n+]1ccc(Nc2ccc(NC(=O)c3ccc(C(=O)Nc4ccc(Nc5cc[n+](C)cc5)cc4)cc3)cc2)cc1	91	81	90	78	83	95	93	83
Nc1nc(N)c(N=Nc2ccc(S(=O)(=O)O)cc2)c(N)n1	.	102	116	96	98	111	101	103
Nc1nc2c(s1)CCc1cn(S(=O)(=O)c3ccccc3)cc1-2	115&108	104&93	85&54	101&86	94&87	103&92	101&96	100
O=C1C(Br)=C(c2ccccc2)C(=O)C(Br)=C1c1ccccc1	102	96	78	94	95	103	92	105
COc1cc(-c2ccc(N=Nc3cc(S(=O)(=O)O)c4ccccc4c3O)c(OC)c2)ccc1N=Nc1cc(S(=O)(=O)O)c2ccccc2c1O	110	109	82	98	104	98	104	108
Cc1ccc(C(=O)c2ccc(Cl)cc2)cc1	.	104	83	101	89	102	108	101
C/C(Cc1ccccc1)=N\O	103	102	102	115	107	107	106	.
COC(=O)[C@@H]1CSCN1C(=O)C1=C(C)NC(=S)NC1c1ccc(O)c(OC)c1 (some centres not stated)	92	100	124	78	101	105	101	102
COc1ccc(-c2nn(-c3ccccc3)cc2/C=C2\SC(=S)N(C3CCCCC3)C2=O)cc1	120	102	82	78	78	101	99	95
COc1ccc(/C=N\NC(=O)CCCC(=O)N/N=C/c2ccc(OC)c(OC)c2)cc1OC	112	111	85	104	96	108	103	126
COc1cc(CNS(=O)(=O)c2ccc(C)cc2)ccc1OCc1cn(-c2ccccc2)nn1	104	95	80	88	93	81	95	84
C=CC(=O)Nc1cccc(Nc2nc(SC)nc(-c3cccc([N+](=O)[O-])c3)c2C#N)c1	32	64	61	43	63	62	56	55
N#CCC(=O)n1ccc(-c2cc3cc(Br)ccc3oc2=O)n1	154	104	73	84	102	96	100	99
Nc1nc(SCc2cccnc2)c2[nH]cnc2n1	99	105	73	90	98	103	99	101
CCCCCCCC(N)=O	86	102	79	97	110	104	100	93
Nc1c(-c2nnc(-c3ccccc3)o2)nnn1-c1ccccc1	94	89	100	98	94	106	102	106
Cc1cc(C)nc(NS(=O)(=O)c2ccc(Nc3nc4nc(NCc5ccccc5)nc(-c5ccc(O)cc5O)c4c(=O)[nH]3)cc2)n1	146	104	116	94	75	102	88	.
CC(=O)OC[C@]1(C)CC[C@]2(C)CC[C@]3(C)C(=C2C1)C=C[C@@H]1[C@@]2(C)CCCNC(C)(C)[C@@H]2CC[C@]13C	132	105	88	95	115	104	106	112
Cc1c(O)cc(-c2csc(N)n2)c(O)c1C	127	111	81	91	95	95	98	92
CC(=C/c1ccccc1)/C=N/NC(=O)C[N+](C)(C)C	102	113	96	95	110	103	105	112
Cc1cc(Br)c(C)cc1Br	105	101	91	95	108	112	102	137
COc1cc2cc(Oc3ccc(NC(=O)Nc4ccccc4)cc3)c(C)nc2cc1OCCN1CCOCC1	103	73	71	79	72	87	89	101

One compound at a time (already shown).
COc1cc(CNS(=O)(=O)c2ccc(C)cc2)ccc1OCc1cn(-c2ccccc2)nn1 is listed with TK-10: 104; 786-0: 95; UO-31: 80; CAKI-1: 88; SN12C: 93; NCI/ADR-RES: 81; ACHN: 95; IGROV1: 84
NCC(c1ccccc1)c1ccccc1 is listed with TK-10: 98; 786-0: 98; UO-31: 86; CAKI-1: 93; SN12C: 103; NCI/ADR-RES: 100; ACHN: 103; IGROV1: 97

Following part:
SMILES	TK-10	786-0	UO-31	CAKI-1	SN12C	NCI/ADR-RES	ACHN	IGROV1
CC(C)C(O)(C#CC(O)(C(C)C)C(C)C)C(C)C	115	103	86	95	104	110	109	112
CCN(CC)C(=Nc1ccc(Cl)c(Cl)c1)SC(NC=O)=C(Cl)Cl	128	101	82	83	94	95	89	95
C=C(C)C(C(=O)OCC)(C(=O)OCC)C(C)C	113	103	100	105	.	116	104	117
O=C(O)CCCC(=O)c1cccs1	109	98	97	101	104	107	111	110
C/C(=N/Nc1ccc([N+](=O)[O-])cn1)C(=O)O	97	99	87	.	106	97	102	101
COc1ccc(Nc2ncccc2NC(=O)c2cn(Cc3cc(OC)c(OC)c(OC)c3)nn2)cc1	111	97	80	100	94	90	100	118
CCN(CC)C(N)=S	95	106	.	93	103	112	109	111
CSc1oc(C)nc1[P+](c1ccccc1)(c1ccccc1)c1ccccc1	88	89	102	88	82	106	98	61
C/C(=C/C1CC(=O)OC1=O)CC(C)(C)C (configuration not stated)	99	92	75	.	106	97	105	101
CC12CCC=CC1=C(C=O)C1C2CCC2(C)C(O)CCC12 (configuration not stated)	94	.	69	98	95	86	98	107
NS(=O)(=O)c1ccc(CCN2C(=O)c3ccccc3C2=O)cc1	89	100	85	98	105	104	112	108
COc1c2occc2c(OC)c2c(=O)c(-c3cc(-c4ccc(F)cc4)c(C#N)c(=O)[nH]3)c(C)oc12	118	100	69	96	95	98	91	100
CCCCCNc1ncnc2c(C)[nH]nc12	110	89	82	80	101	99	97	79
CN(C)c1ccc(/C=C2\SC(=O)N(CC(=O)Nc3ccc(C(=O)/C=C/c4cc5ccccc5nc4Cl)cc3)C2=O)cc1	104	103	87	99	96	108	99	100

Fetched one by one from the list above:
SMILES	TK-10	786-0	UO-31	CAKI-1	SN12C	NCI/ADR-RES	ACHN	IGROV1
CCN(CC)C(=Nc1ccc(Cl)c(Cl)c1)SC(NC=O)=C(Cl)Cl	128	101	82	83	94	95	89	95
C/C(=N/Nc1ccc([N+](=O)[O-])cn1)C(=O)O	97	99	87	.	106	97	102	101
O=C(O)CCCC(=O)c1cccs1	109	98	97	101	104	107	111	110
COc1ccc(Nc2ncccc2NC(=O)c2cn(Cc3cc(OC)c(OC)c(OC)c3)nn2)cc1	111	97	80	100	94	90	100	118
C/C(=C/C1CC(=O)OC1=O)CC(C)(C)C (configuration not stated)	99	92	75	.	106	97	105	101
CCN(CC)C(N)=S	95	106	.	93	103	112	109	111

Compound activity (PubChem)
